Assay outcomes: PubChem BioAssay, National Center for Advancing Translational Sciences (NCATS)
WRN helicase inh = inhibitors of human WRN helicase; Q14191; WRN helicase unwinding, fluorescent forked duplex, kinetic; actives 0.46% (n = 360,000); Potency, µM (series often up to 114 µM), without a hit: top-dose activity change, negative = inhibition, usual class: inhibitors; also: potency is read from the fitted curve at half-maximal effect; % is scaled to controls: 0 for no effect and ±100 for the full control effect; nearly all actives have a fitted effect of over 55% in size
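Primary qHTS, 1536-well format. 20 nM WRN + compound, 15 min RT; start with 100 nM forked fluorophore/quencher duplex, 2 mM ATP (final); kinetic read ex 525/em 598 nm.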
GLP1R ag = agonists of human GLP-1 receptor; HEK293 GLP-1R CRE-luciferase, luminescence, 4-6 h; cells express a hypersensitive GLP-1R form; Potency, µM (titrated, usually from 45.6 µM), for the others: top-dose activation, hits mostly activators; actives 0.007% (n = 380,000); AID 624172; also: potency is read from the fitted curve at half-maximal effect; % of control where 0% means no effect
D3 ag = agonists of human D3 dopamine receptor; D3R DiscoveRx beta-arrestin cells, luminescence, 90 min; max activation, %; actives 0.58% (n = 410,000); AID 652048; in the data active = max activation above about 30%; also: 0% is about no effect; mostly tested at two doses, the higher about 12 µM
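Cells at 1500/well, incubated overnight, then treated with pinned compounds (dopamine as control) for 90 min at 37 degrees C. DiscoveRx reagent added for 30 - 60 minutes at room temperature; luminescence read.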
D3 antag = blocks the human D3 dopamine receptor; actives 2.5% (n = 360,000); AID 652054; max response, negative = inhibition, %; D3R cells, DiscoveRx beta-arrestin luminescence, antagonist mode; hits give low values; in the data active = max response below about -50%; inconclusive = no clear call, values can overlap the other calls; also: % is scaled to controls: 0 for no effect and ±100 for the full control effect; mostly tested at two doses, the higher about 12 µM
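Cells expressing the human receptor were seeded at 1500 cells/well, incubated overnight at 37 degrees C in 5% CO2, then exposed to library compounds with dopamine controls for 90 minutes at 37 degrees C before luminescent detection.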
IL2 activator = IL-2 activation; activation, % (series mostly up to about 46 µM); AID 652025; actives 0.065% (n = 360,000); IL-2 activation reporter assay, cell-based qHTS; stimulated with anti-CD3/CD4/CD28 beads; in transgenic mouse T cells; in the data active = activation above about 50%; inconclusive = mostly about 30% to 49%; also: 0% is about no effect
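Screening format: compound pinned onto unstimulated transgenic mouse T cells, 60 min incubation, then anti-CD3/anti-CD4/anti-CD28 bead stimulation for 18 hours at 37 degrees C, followed by EGFP and DsRed detection.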
PI5P4Ka inh = inhibitors of human PI5P4K alpha | PI5P4Kalpha enzyme, ADP-Glo luminescence, 60 min; hits give low values | max response, % | actives 1.2% (n = 330,000) | AID 652105; active = max response of -50% or lower; inconclusive = between -30% and -50%; inactive = -30% or higher; also: value at the top dose of about 77 µM; % is scaled to controls: 0 for no effect and ±100 for the full control effect
Target sequence (P48426 whole entry, looked up): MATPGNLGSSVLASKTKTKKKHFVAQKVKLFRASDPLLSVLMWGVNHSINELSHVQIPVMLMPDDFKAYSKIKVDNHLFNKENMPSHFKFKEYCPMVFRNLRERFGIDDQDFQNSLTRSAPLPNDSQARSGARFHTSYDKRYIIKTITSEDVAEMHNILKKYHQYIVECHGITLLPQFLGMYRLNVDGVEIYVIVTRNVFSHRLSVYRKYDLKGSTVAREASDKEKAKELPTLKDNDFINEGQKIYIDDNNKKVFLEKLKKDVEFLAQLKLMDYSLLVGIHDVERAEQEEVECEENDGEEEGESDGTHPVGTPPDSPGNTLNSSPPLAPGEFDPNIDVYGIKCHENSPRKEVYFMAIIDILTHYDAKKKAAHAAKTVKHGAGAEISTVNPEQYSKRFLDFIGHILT
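Human PI5P4Kalpha with substrate in 0.038 M HEPES pH 7.4, 0.28 mM EGTA, 0.1% CHAPS, 5% DMSO; reaction started with 5 microM ATP (final), 60 min at room temperature. ADP formed read by ADP-Glo luminescence.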
PLK1 PBD block = blocks phosphopeptide binding to human PLK1 polo-box domain | Plk1 PBD binding of FITC phosphopeptide, fluorescence polarization | Potency, µM, inactives show max response, negative = inhibition, most hits filed as inhibitors | actives 2.8% (n = 360,000) | AID 720504; also: potency is read from the fitted curve at half-maximal effect; series mostly up to about 57 µM; % is scaled to controls: 0 for no effect and ±100 for the full control effect; nearly all actives have a fitted effect of over 65% in size
Target sequence (P53350 whole entry, looked up, the tested form may be a part): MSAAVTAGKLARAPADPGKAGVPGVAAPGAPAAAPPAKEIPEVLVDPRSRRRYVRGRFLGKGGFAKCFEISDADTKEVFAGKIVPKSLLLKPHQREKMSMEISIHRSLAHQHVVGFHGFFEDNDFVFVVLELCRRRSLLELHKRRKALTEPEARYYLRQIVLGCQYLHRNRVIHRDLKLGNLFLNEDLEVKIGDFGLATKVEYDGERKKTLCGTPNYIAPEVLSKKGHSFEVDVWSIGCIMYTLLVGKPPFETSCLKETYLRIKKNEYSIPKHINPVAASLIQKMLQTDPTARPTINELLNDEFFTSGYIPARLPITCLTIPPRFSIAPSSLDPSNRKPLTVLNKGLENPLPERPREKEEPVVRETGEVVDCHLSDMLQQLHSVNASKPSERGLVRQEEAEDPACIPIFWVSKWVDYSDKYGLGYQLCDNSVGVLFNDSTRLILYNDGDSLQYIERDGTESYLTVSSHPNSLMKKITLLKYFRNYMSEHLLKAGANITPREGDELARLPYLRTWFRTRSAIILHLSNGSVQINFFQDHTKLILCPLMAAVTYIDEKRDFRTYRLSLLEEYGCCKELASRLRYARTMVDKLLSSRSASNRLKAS
HEK293 tox = cytotoxicity counter-screen for GLP-1 receptor inverse agonists | AID 624418 | HEK293 cAMP-luciferase reporter cells, luminescence, 24 h | actives 0.13% (n = 410,000) | Potency, µM (highest dose often 38.3 µM), for the others: top-dose activity change, negative = inhibition, hits mostly inhibitors;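 also: loss of luciferase light is scored as toxicity; potency is read from the fitted curve at half-maximal effect; % is scaled to controls: 0 for no effect and ±100 for the full control effect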
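Here, cytotoxicity is scored as loss of luminescence. The MLSMR collection was tested on cells seeded in medium containing 10% Nu serum, with a 24 hr compound exposure preceded by 12 hours of culture.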
GLP-1R inv ag = acts as inverse agonist at human GLP-1 receptor; HEK293 GLP-1R CRE-luciferase, luminescence, 24 h; GLP-1R form is constitutively active; Potency, µM (doses to about 38.3 µM), for inactives: at the top dose activity change, negative = inhibition, usual class: inhibitors; actives 1.6% (n = 410,000); AID 624417; also: potency is read from the fitted curve at half-maximal effect; % is scaled to controls: 0 for no effect and ±100 for the full control effect; nearly all actives have a fitted effect of over 55% in size
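HEK293 cells stably co-expressing constitutively active GLP-1R and a cAMP-responsive luciferase reporter were seeded in DMEM with 10% Nu serum, given compounds after 12 h, and incubated 24 h at 37 deg C. Luminescence was then read.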
* marks the source's active call; other numbers are inactive results; u = inconclusive; x = not tested or not shown; [ ] = another dose, or the depositor's remark. Unless noted, calls follow the shape of the dose curve; as a rule, active = well fitted curve in the direction sought with a large enough effect; inconclusive = small, poorly fitted or top-dose-only effect, or another doubt; inactive = no such curve, though single readings can be large; an effect the other way counts as inactive or inconclusive. Rows were taken by chance. Share with any hit: about 7.8%.

SMILES | WRN helicase inh | GLP1R ag | D3 ag | D3 antag | IL2 activator | PI5P4Ka inh | PLK1 PBD block | HEK293 tox | GLP-1R inv ag
c1csc(CN2CCN(Cc3cccs3)C2c2cccs2)c1 | -2.9% | 28.7% | -22.3 | -23.8 | 0.3 | 5.9 | -1.7% | 19.7% | 16.8%
O=C(O)CCCC(=O)NNc1nc(-c2ccccc2)c2cc(Cl)ccc2n1 | 1.3% | -4.5% | 2.9 | 151.3 | -0.2 | -2.6 | 0.6% | 1.6% | 58.4%[activator]
Cc1ccc(C)c(S(=O)(=O)N2CCN(C(=O)c3ccncc3)CC2)c1 | 3.9% | -4.7% | -5.6 | 4.4 | -5.2 | 3.9 | -8.5% | -4.6% | 9.8%
O=C(Nc1ccccc1-c1ccccc1)NC1CCN(CC(=O)N2CCOCC2)CC1 | -5.7% | -1.3% | -0.5 | 0.0 | -1.9 | -0.7 | -9.1% | -1.3% | -6.5%
COc1ccccc1C1=NOC(Cn2c(=O)c3c(ncn3C)n(C)c2=O)C1 (stereo not given) | -4.3% | 19.6% | -12.6 | -19.9 | 0.4 | -3.3 | -10.3% | -8.5% | 19.0%
Brc1ccccc1OCCN1CCOCC1 | -6.8% | 0.5% | 2.4 | u | -0.9 | 4.5 | 7.0% | 5.4% | 6.6%
Cc1ccc(C(=O)COC(=O)COc2ccccc2[N+](=O)[O-])s1 | -4.5% | -31.3% | -2.8 | 2.5 | 1.3 | -28.9 | -7.4% | -4.5% | 22.2%
O=C1C(Nc2ccccc2)=C/C(=N/S(=O)(=O)c2cccs2)c2ccccc21 | -22.5% | -36.7%[inhibitor] | -38.4 | -85.4* | -5.8 | -4.0 | -24.4% | 4.47µM* | x
COc1cccc(C(C)=NNc2ccc([N+](=O)[O-])cc2[N+](=O)[O-])c1OC | -4.6% | -1.7% | 5.9 | -6.4 | -2.3 | 0.4 | -0.9% | 0.9% | 2.7%
CCn1c(/N=C/c2ccccc2NS(=O)(=O)c2ccc(C)cc2)nc2ccccc21 | u | -20.3% | 0.3 | 19.4 | -2.3 | -2.3 | -15.3% | 10.1% | 0.0%
Cc1ccc(Cl)cc1NC(=O)NCc1ccccn1 | -1.0% | -0.6% | -19.0 | -9.1 | -1.0 | 1.3 | 0.5% | -15.0% | u
COc1ccc(/C=C/C(=O)OCC(=O)NC2CCS(=O)(=O)C2)cc1 (stereo not given) | 6.7% | 1.6% | -1.3 | 16.4 | -0.3 | 5.7 | 3.0% | 2.7% | 5.3%
CCOc1ccc(C(=O)Nc2ccc(NC(=O)c3ccco3)c(Cl)c2)cc1Cl | -8.6% | 5.7% | 3.0 | 6.6 | 0.1 | 6.3 | -0.3% | -11.8% | 0.9%
Cc1cc(C)cc(NC(=S)N2CC(C)OC(C)C2)c1 (stereo not given) | 11.3% | 0.7% | 15.1 | 6.0 | -2.1 | 2.1 | -2.2% | -12.4% | -0.2%
CCC1(c2ccccc2)NC(=O)N(CC(=O)N2CCN(S(=O)(=O)c3ccccc3)CC2)C1=O (stereo not given) | 2.5% | 6.7% | -6.0 | 1.8 | 0.5 | -64.9* | 1.2% | 84.8%[activator] | -23.5%
CCCc1nc2c3ccccc3ccn2c1CC(C)(C)C | 1.0% | 19.9% | 2.8 | 11.8 | -0.8 | -4.6 | -5.1% | -7.5% | u
COc1ccccc1N1CCN(C(=O)c2cc3c(=O)n4ccccc4nc3s2)CC1 | 6.2% | -0.3% | 6.9 | 4.6 | 2.8 | 1.6 | -3.6% | 0.6% | 21.5%
CC1CCN(S(=O)(=O)c2ccc3c(c2)oc(=O)n3CC(=O)N2CCc3ccccc3C2)CC1 | -4.7% | -3.6% | -6.3 | u | -3.0 | 9.5 | -7.0% | 10.3% | -3.0%
O=S(=O)(c1ccc2c(c1)OCCO2)N1CCC(n2nnc3cc(F)ccc32)CC1 | -1.1% | 7.7% | -3.7 | 0.0 | 2.1 | -6.5 | 21.2µM* | -19.1% | -27.9%
Cc1cc(C)nc(Sc2c(C)nn(-c3ccccc3)c2C)n1 | 3.4% | 9.4% | 12.1 | 30.6 | -0.1 | -1.4 | 1.3% | -7.0% | u

Single records (already shown). Values in the order: WRN helicase inh | GLP1R ag | D3 ag | D3 antag | IL2 activator | PI5P4Ka inh | PLK1 PBD block | HEK293 tox | GLP-1R inv ag
COc1ccccc1N1CCN(C(=O)c2cc3c(=O)n4ccccc4nc3s2)CC1 is entered as 6.2% | -0.3% | 6.9 | 4.6 | 2.8 | 1.6 | -3.6% | 0.6% | 21.5%
O=S(=O)(c1ccc2c(c1)OCCO2)N1CCC(n2nnc3cc(F)ccc32)CC1 is entered as -1.1% | 7.7% | -3.7 | 0.0 | 2.1 | -6.5 | 21.2µM* | -19.1% | -27.9%

More structures follow.
SMILES | WRN helicase inh | GLP1R ag | D3 ag | D3 antag | IL2 activator | PI5P4Ka inh | PLK1 PBD block | HEK293 tox | GLP-1R inv ag
Oc1ccc(Br)cc1/C=N/N1CCCCC1 | -6.8% | -3.1% | -10.7 | -12.4 | 0.6 | 13.4 | 0.0% | -25.0% | -30.0%
c1ccc(CC2CCCNC2)cc1 (stereo not given) | 0.8% | 0.9% | -4.2 | -2.2 | 1.7 | -2.4 | -8.2% | -1.7% | -26.1%
COCCCNC(=S)NNC(=O)c1ccoc1C | 6.1% | -8.3% | 1.3 | 16.2 | -0.4 | 3.0 | -5.6% | -7.0% | 10.9%
COc1ccc(CNC(=O)C2CCC(=O)N2C(C)C)c(OC)c1 (stereo not given) | -0.2% | -3.9% | -10.2 | -9.3 | -2.9 | -0.2 | -5.0% | -7.1% | 5.7%
O=C(COc1ccc(Cl)cc1Cl)N1CCNC1=O | -4.3% | -5.3% | -4.4 | -5.5 | 0.1 | 2.1 | -3.6% | -0.1% | -8.4%
CC(Cc1nnc(SCC(=O)O)n1N)c1ccccc1 (stereo not given) | -1.8% | -1.0% | 11.0 | 0.6 | -0.3 | 0.3 | -1.0% | -5.7% | 6.3%
NC(N)=Nc1ccc(N=C(N)N)cc1 | -9.7% | -0.1% | 3.4 | 20.0 | 0.4 | -1.3 | -2.9% | -7.1% | 6.4%
COCCNC(=O)C(c1ccc(C)cc1)N(Cc1cccs1)C(=O)CCC(=O)Nc1ccccn1 (stereo not given) | -0.8% | 4.7% | 23.9 | 14.1 | -0.7 | -6.5 | -5.4% | -5.6% | -23.1%
CCOc1ccc(N2CC(C(=O)Nc3c(C)n(C)n(-c4ccccc4)c3=O)CC2=O)cc1 (stereo not given) | -5.5% | -0.1% | 1.6 | 1.9 | 10.2 | 4.7 | 1.8% | 9.9% | 12.5%
CCOC(=O)[C@]12CCCC=C1N(Cc1ccc(Cl)cc1Cl)C(=O)[C@H](CC(=O)N1CCSCC1)C2 | -7.2% | 1.9% | 4.2 | 7.3 | -0.9 | 10.7 | -5.7% | -8.7% | -10.3%
CC(=O)Nc1ccc(NC(=O)COC(=O)CCCc2c[nH]c3ccccc23)cc1 | -17.2% | -9.3% | -3.5 | -19.8 | 1.1 | -6.5 | -5.0% | 14.5% | 3.6%
COC(=O)CCCC(=O)N1CCCC(N(C)CCc2ccccc2)C1 (stereo not given) | 2.1% | -2.9% | -18.4 | -2.4 | 0.9 | -0.7 | -4.1% | -16.0% | -4.2%
CN(C)c1ccc(-c2nnc(-c3ccccc3F)o2)cc1 | -2.8% | -1.9% | -2.2 | 11.2 | 0.3 | -4.6 | -10.5% | 12.8% | u
CS(=O)(=O)c1nc(S(=O)(=O)c2ccc(Cl)cc2)c(N2CCCCC2)s1 | 2.1% | 5.5% | -1.8 | -5.2 | 0.6 | 0.2 | -15.3% | -2.3% | -25.3%
CCOC(=O)/C=C/C(=O)Nc1ccc(S(=O)(=O)N2CCCCCC2)cc1 | -17.0% | 4.8% | -1.9 | -4.0 | -5.2 | -22.4 | -23.7% | 6.1% | 25.1%
O=C(c1ccc(F)cc1)c1cn(Cc2ccc(F)cc2)c2cc3c(cc2c1=O)OCCO3 | -6.1% | 2.9% | 0.0 | -19.3 | -1.8 | 0.1 | -5.5% | -17.1% | -30.8%
Cc1noc(C)c1S(=O)(=O)N(C)C[C@H]1OCCCC[C@@H](C)Oc2ccc(NC(=O)CCCN(C)C)cc2C(=O)N([C@H](C)CO)C[C@@H]1C | -2.1% | -1.8% | 3.5 | -7.9 | 1.1 | -4.7 | -12.6% | 4.2% | 1.0%
CCCCCCCCCCS(=O)(=O)N/N=C/c1ccc([N+](=O)[O-])cc1 | -14.0% | -10.1% | -42.2 | u | -2.0 | x | 0.0% | -29.1% | u
c1ccc2[nH]c(CCCCCc3nc4ccccc4[nH]3)nc2c1 | 2.8% | 18.5% | -12.7 | -3.2 | 0.0 | 1.1 | -2.2% | 4.0% | 18.1%
Cc1cccc(NC(=O)c2nc[nH]c2C(=O)N2CCN(c3ccccc3)CC2)c1 | 6.4% | -7.2% | 18.3 | 22.9 | 0.3 | 25.5 | -4.1% | 5.6% | 3.4%
CCOC(=O)CN(C(=O)c1ccccc1[N+](=O)[O-])C(C)(C)C | -3.6% | 10.2% | 18.7 | 2.5 | -1.2 | -0.7 | 1.5% | -8.4% | 3.5%
Cc1nc2sc(C(c3cccs3)N3CCN(c4cccc(Cl)c4)CC3)c(O)n2n1 (stereo not given) | -4.4% | -3.0% | -9.6 | -13.7 | -0.8 | 6.1 | -3.6% | -47.3% | u
CCc1nnc(NC(=O)c2c(O)c3c([nH]c2=O)CCCC3)s1 | 7.9% | -1.8% | 2.8 | -21.5 | -2.6 | -3.6 | -2.9% | 5.6% | 20.9%
COc1ccccc1-n1c2c(cc(C(=O)N3CCC(C)CC3)c1=O)C(=O)CC(C)(C)C2 | -3.2% | 4.0% | 4.2 | -20.7 | 0.1 | 1.8 | -1.7% | 1.0% | u
CCOC(=O)C1=C(C)NC2=C(C(=O)CCC2)C1c1cccs1 (stereo not given) | 1.8% | 13.6% | -5.9 | -17.9 | -1.4 | -6.7 | -5.7% | -8.0% | 1.1%
COc1ccc(CNC(=O)C2Cc3c(-c4cccc(C(C)=O)c4)ccnc3O2)cc1OC (stereo not given) | -3.7% | 20.1% | 2.2 | 14.6 | 0.9 | 1.8 | 2.6% | -4.2% | -12.1%
